High-throughput results deposited in PubChem by National Center for Advancing Translational Sciences (NCATS).
HCV inhibitor = HCV inhibition; Huh7.5.1 HCVcc-Cre infection, luciferase reporter, 44 h; Potency, µM (titrated, usually from 41.8 µM), for the others: at the top dose activity change, negative = inhibition, most hits filed as inhibitors; 340,000 tested, 3.4% active
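1,000 cells/well; 4 h culture; + compound; + HCVcc-Cre (~0.5 moi); 44 h; luciferase substrate, RT 15 min; read 15 sec.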
Pf growth 96h = P. falciparum growth inhibition at 96 hour, primary screen for plastid delayed-death inhibitors. Potency, µM (top dose mostly 28.7 µM), for inactives: top-dose activity change, negative = inhibition, actives largely listed as inhibitors. 320,000 tested, 6.9% active. P. falciparum luciferase reporter growth, 96 h
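Two-generation exposure (96 h) targets delayed-death phenotype. Reporter parasites carrying integrated firefly luciferase, in red cells at 2% hematocrit and 0.05% parasitemia final, kept at 37 C, 5% CO2; luminescence loss indicates inhibition.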
Sm TGR block = blocks Schistosoma mansoni thioredoxin glutathione reductase. purified TGR, DTNB reduction, TNB absorbance 405 nm. Potency, µM (doses to about 114 µM), without a hit: top-dose activity change, negative = inhibition, hits mostly inhibitors. 360,000 tested, 3% active; also: nearly all actives have a fitted effect of over 60% in size
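Kinetic colorimetric format: TGR-catalysed, NADPH-driven DTNB reduction monitored via TNB absorbance. Enzyme dispensed at 20 nM; compound exposure 15 min at room temperature before reaction start.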
TbPYK inhibitor = T. brucei pyruvate kinase inhibition | Q57TT1 | Potency, µM (titrated, usually from 76.8 µM), for the others: at the top dose activity, negative = inhibition, hits mostly inhibitors | TbPYK enzyme, Kinase-Glo Plus ATP luminescence, 45 min | 410,000 tested, 0.12% active | AID 624173; also: nearly all actives have a fitted effect of over 50% in size
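ADP (130 uM final) triggers the TbPYK reaction after compound addition; incubation is 45 min at room temperature. Kinase-Glo Plus is then added and luminescence imaged. Normalized data are fitted to concentration-effect curves.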
Pf growth 48h = P. falciparum growth inhibition at 48 hours (one generation); Potency, µM (doses to about 28.7 µM), without a hit: top-dose activity change, negative = inhibition, usual class: inhibitors; 310,000 tested, 5.9% active; P. falciparum luciferase growth in erythrocytes, 48 h
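A one-generation exposure of luciferase-tagged malaria parasites in RPMI 1640/Albumax erythrocyte culture, 37 C and 5% CO2. Inhibition is inferred from decreased luminescence after adding detection reagent.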
Active calls of the source: *; u = inconclusive; x = no result given; [ ] = dose if it differs, or a comment. Calls follow the shape of the dose curve; as a rule, active = well fitted curve in the direction sought with a large enough effect; inconclusive = small, poorly fitted or top-dose-only effect, or another doubt; inactive = no such curve, though single readings can be large; an effect the other way counts as inactive or inconclusive. % is scaled to controls: 0 for no effect and ±100 for the full control effect; potency is read from the fitted curve at half-maximal effect. A portion of the library. The share of hits here may be higher or lower than overall.

| SMILES | HCV inhibitor | Pf growth 96h | Sm TGR block | TbPYK inhibitor | Pf growth 48h |
| --- | --- | --- | --- | --- | --- |
| CSc1nc2c(c(-c3ccccc3)c1C#N)CCC2 | 13% | x | x | x | x |
| Cc1ccc2c(c1)-n1c(nc3cc(Cl)ccc3c1=O)C(CC(C)C)NC2=O (stereo unspecified) | 21% | x | x | x | x |
| O=C(NNS(=O)(=O)c1c(F)cc(F)c(Cl)c1F)C12CC3CC(CC(C3)C1)C2 | 6% | x | x | x | x |
| CC1(C)CC[C@@]2(C(=O)O)C(C1)C1=CCC3[C@@]4(C)CC[C@H](O)C(C)(C)C4CC[C@@]3(C)[C@]1(C)C[C@H]2O (stereo partly specified) | 17% | x | x | x | x |
| Cc1ccc2c(=O)n3c(nc2c1)C(CC(C)C)NC(=O)c1ccc(Cl)cc1-3 (stereo unspecified) | -9% | x | x | x | x |
| COc1ccc2nc3n(c(=O)c2c1)-c1ccc(Cl)cc1C(=O)NC3Cc1ccccc1 (stereo unspecified) | -23% | x | x | x | x |
| Cn1c(OCc2cccnc2)nc2c1c(=O)n(Cc1ccc(Cl)cc1)c(=O)n2C | 11µM* | x | x | x | x |
| Cc1ccc2c(c1)-n1c(nc3cc(F)ccc3c1=O)C(Cc1ccc(O)cc1)NC2=O (stereo unspecified) | 10% | x | x | x | x |
| COc1ccc2nc3n(c(=O)c2c1)-c1ccccc1C(=O)NC3Cc1ccccc1 (stereo unspecified) | 16% | x | x | x | x |
| CC(=O)OC[C@]12CC[C@H]3[C@@](C)(CC[C@H]4C(C)(C)CCC[C@]34C)[C@@H]1C[C@@H](C1=CC(=O)O[C@@H]1OC(C)=O)O2 | -21% | x | x | x | x |
| C[C@]12CCC3C(CC[C@H]4C[C@@H](O)CC[C@]34C)C1CC[C@@]2(O)C(F)(F)F (stereo partly specified) | 3% | x | x | x | x |
| COc1cc2c(cc1OC)C(Cc1ccc(O)c(Oc3ccc(C[C@H]4c5cc(OC)c(OC)cc5CCN4C)cc3)c1)N(C)CC2 (stereo partly specified) | -2% | x | x | x | x |
| Cc1ccc2c(c1)-n1c(nc3ccccc3c1=O)C(CC(C)C)NC2=O (stereo unspecified) | 9% | x | x | x | x |
| O=C1NC(Cc2ccc(O)cc2)c2nc3ccc(Cl)cc3c(=O)n2-c2ccccc21 (stereo unspecified) | 5% | x | x | x | x |
| Cc1ccc2c(=O)n3c(nc2c1)C(Cc1ccc(O)cc1)NC(=O)c1ccc(Cl)cc1-3 (stereo unspecified) | u | x | x | x | x |
| COc1ccccc1-c1csc(N2CCC(C(N)=O)CC2)n1 | x | u | x | x | 12µM* |
| NC(=O)C1CCN(c2nc(-c3cccc4sc5ccccc5c34)cs2)CC1 | x | u | x | x | u |
| COc1ccc(Nc2nn3c(=O)c4ccccc4nc3s2)cc1 | x | u | x | x | u |
| NC(=O)C1CCN(c2nc(-c3cccc4ccccc34)cs2)CC1 | x | -5% | x | x | u |
| C=C1C=C(C(F)F)n2ncc(C(=O)Nc3ccc(C(C)CC)cc3)c2N1 (stereo unspecified) | x | -16% | x | x | u |
| Cc1cccc(-c2noc(-c3ccc(NCc4cccnc4)c([N+](=O)[O-])c3)n2)c1 | x | x | 0% | 4% | x |
| CN(C)c1ccc(CNC(=O)C(Cc2ccccc2)NS(=O)(=O)c2ccc3c(c2)oc(=O)n3C)cc1 (stereo unspecified) | x | x | 0% | -2% | x |
| CCn1cc(C(=O)N(C)c2ccc(C(C)C)cc2)c2cc(OC)c(OC)cc2c1=O | x | x | 12% | 4% | x |
| COC(=O)c1ccc(Nc2ncnc3c2cnn3-c2ccccc2)cc1 | x | x | 0% | 0% | x |
| Cc1nc2cccnc2n1-c1cccc(C(=O)NCCN(C)C)c1 | x | x | -2% | 1%[15.4 µM] | x |

The last 4 compounds of the section above come first, to join the parts:
| SMILES | HCV inhibitor | Pf growth 96h | Sm TGR block | TbPYK inhibitor | Pf growth 48h |
| --- | --- | --- | --- | --- | --- |
| CN(C)c1ccc(CNC(=O)C(Cc2ccccc2)NS(=O)(=O)c2ccc3c(c2)oc(=O)n3C)cc1 (stereo unspecified) | x | x | 0% | -2% | x |
| CCn1cc(C(=O)N(C)c2ccc(C(C)C)cc2)c2cc(OC)c(OC)cc2c1=O | x | x | 12% | 4% | x |
| COC(=O)c1ccc(Nc2ncnc3c2cnn3-c2ccccc2)cc1 | x | x | 0% | 0% | x |
| Cc1nc2cccnc2n1-c1cccc(C(=O)NCCN(C)C)c1 | x | x | -2% | 1%[15.4 µM] | x |
| Cc1ccccc1C(=O)OCc1cc(=O)n2nc(-c3cccs3)sc2n1 | x | x | 0% | 0% | x |
| CC1=C(C(=O)Nc2ccccc2C)C(c2ccncc2)n2nc(SCc3ccccc3Cl)nc2N1 (stereo unspecified) | x | x | -1% | -6% | x |
| CC(C)(C)C(=O)NCCc1nc2ccccc2n1CCCCOc1ccc(Cl)cc1 | x | x | 8% | -12% | x |
| COC(=O)c1sc(-c2ccccc2)cc1NC(=O)Nc1ccccc1Cl | x | x | -9% | 3% | x |
| COc1cccc(C2C(C(=O)Nc3ccc(Cl)cc3)=C(C)Nc3nc4ccccc4n32)c1 (stereo unspecified) | x | x | -1% | 1% | x |
| CCc1ccc(NC(=O)CSc2nnc(-c3cc4occc4n3C)n2-c2ccccc2C)cc1 | x | x | 3% | 5% | x |
| COc1ccc(-n2nc(C(=O)Nc3cc(C)ccn3)c3c4ccccc4n(C)c3c2=O)cc1Cl | x | x | -1% | 0% | x |
| Cc1c(Cl)cccc1NC(=O)c1ccc2snnc2c1 | x | x | 6% | 1% | x |
| CN1C(=O)Cc2cc(S(=O)(=O)NCc3ccc(Cl)cc3)ccc21 | x | x | 13% | -4% | x |
| COCCNC(=O)CCc1c(C)n(C)c2cc(-c3cc(OC)c(OC)c(OC)c3)nn2c1=O | x | x | 1% | 2% | x |
| Cc1ccc(N2CCN(C(=O)c3cnc(N4CCCCC4)c4ccccc34)CC2)c(C)c1 | x | x | 8% | 0% | x |
| Cc1c(C(=O)N(C)C)sc2c1c(=O)n(-c1ccccc1C(F)(F)F)c(=O)n2Cc1cccc(F)c1 | x | x | 8% | -2% | x |
| CCOC(=O)c1ccc(NC(=O)CC2C(=O)N(c3ccccc3)C(=O)N2C2CCCCC2)cc1 (stereo unspecified) | x | x | 3% | -3% | x |
| COc1ccc(C(=O)N(Cc2ccco2)Cc2ccccc2F)cc1Cl | x | x | 6% | 3% | x |
| C=Cc1ccc(Cn2c(=O)n(-c3cccc(Cl)c3)c(=O)c3c4c(sc32)CN(C(C)=O)CC4)cc1 | x | x | 1% | 13% | x |
| CN(C)c1ccc(-c2nc3cnccn3c2Nc2cccc(C(F)(F)F)c2)cc1 | x | x | -10% | -5% | x |
| CCOc1cccc(C(=O)Nc2nc3c(s2)CC(C(C)(C)C)CC3)c1 (stereo unspecified) | x | x | -10% | 1% | x |
| CCN(C(=O)Cn1nc(Cc2ccncc2)c2ccccc2c1=O)c1cccc(Cl)c1 | x | x | -1% | -9% | x |
| CCn1c(CN2CCN(C)CC2)nc2cc(NC(=O)c3cc(OC)c(OC)c(OC)c3)ccc21 | x | x | -1% | -11% | x |
| CCOc1ccc(NC(=O)Cn2nc(CC)n3c(cc4sccc43)c2=O)cc1 | x | x | 13% | 2% | x |
| COc1cc(OC)c2c(C)c(CC(=O)NCc3ccccc3OC)c(=O)oc2c1 | x | x | -5% | 4% | x |
| O=[N+]([O-])c1cc(-c2nc(-c3ccco3)no2)ccc1NCc1ccccc1 | x | x | 35µM* | -1% | x |
| CCN(CC)S(=O)(=O)c1ccc2c(c1)N(CC(=O)Nc1ccccc1F)C(=O)C1CCCN21 (stereo unspecified) | x | x | -20% | 2% | x |
| O=C(NC1CC(=O)N(c2ccc(F)cc2)C1)c1cc2ccccc2o1 (stereo unspecified) | x | x | 2% | 1% | x |
| Cc1ccccc1C(=O)N1CC(=O)Nc2ccc(Cl)cc2C1c1ccccc1 (stereo unspecified) | x | x | 13% | 1% | x |
| Cc1ccc(OCC(=O)N2CCN(CCc3ccncc3)CC2)cc1C | x | x | -10% | -1% | x |
| CCCN(C(=O)c1cc2c(=O)[nH]c3ccc(C)cc3c2s1)c1ccc(CC)cc1 | x | x | 6% | 3% | x |
| CCc1cccc(C)c1NC(=O)C(CC)n1ncn2c(cc3cc(C)ccc32)c1=O (stereo unspecified) | x | x | 5% | 1% | x |
| CCOC(=O)c1ccc(NC(=O)CCC(=O)N2CCSc3ccccc32)cc1 | x | x | -5% | -7% | x |
| Fc1ccc2ncc3c(-c4ccccc4)n[nH]c3c2c1 | x | x | 7% | -1% | x |
| CCC(C)(C)NC(=O)Cn1c(=O)ccc2cc(S(=O)(=O)N3CCC(C)CC3)ccc21 | x | x | -16% | 2% | x |
| COc1ccccc1Oc1nc2c(c(=O)n(C)c(=O)n2C)n1Cc1cccc(Br)c1 | x | x | -2% | 3% | x |
| COc1ccc(CNC(=O)CCCc2nnc3n(CCC(C)C)c(=O)c4sccc4n23)cc1 | x | x | 8% | -5% | x |
| COc1ccc(Cl)cc1NC(=O)c1cnc2sc(N3CCOCC3)nn2c1=O | x | x | -8% | -10% | x |
| Oc1ccccc1-c1nc2ccc(Cl)cn2c1Nc1ccc2c(c1)OCCO2 | x | x | -6% | 0% | x |
| CCOc1ccc(NC(=O)c2c(NCc3ccc(C)o3)sc3c2CCCCC3)cc1 | x | x | 8.9µM* | -29% | x |
| CCc1ccc(S(=O)(=O)NCCc2cn3ccsc3n2)cc1 | x | x | -6% | 2% | x |
| CCOc1ccccc1C(=O)N(Cc1ccco1)Cc1ccccc1F | x | x | 4% | -2% | x |
| Cc1ccccc1Nc1c(-c2ccc(Cl)s2)nc2cccc(C)n12 | x | x | 9% | 2% | x |
| CCCn1c(=O)c2sccc2n2c(CCCC(=O)Nc3cccc(CC)c3)nnc12 | x | x | -1% | 0% | x |
| COc1ccc(NC(=O)Cn2c(=O)ccc3cc(S(=O)(=O)N4CCCC4)ccc32)cc1Cl | x | x | 3% | 0% | x |
| CSc1ncc(C(=O)Nc2cc(C)cc(C)c2)c(-c2ccccc2)n1 | x | x | -7% | -3% | x |
| COc1ccc(-n2ncc3c(NC4CCCC4)ncnc32)cc1 | x | x | -2% | -8% | x |
| CCOC(=O)c1cc2c(=O)n3ccccc3nc2n(Cc2ccco2)c1=NC(=O)c1ccccc1Br | x | x | 1.6µM* | -7% | x |
| CSc1ccc(-c2nc3cc(C)ccn3c2Nc2ccc(C)cc2)cc1 | x | x | 1% | -5% | x |
| COc1ccc(CNc2oc(COc3cccc(C)c3)nc2C#N)cc1 | x | x | -2% | -2% | x |
| COc1ccccc1CCNS(=O)(=O)c1ccc(N2CCCCS2(=O)=O)cc1 | x | x | 4% | 3% | x |
| COc1ccc(Cl)c2sc(NC(=O)c3ccc(S(=O)(=O)N4CCCC4)cc3)nc12 | x | x | 5% | 2% | x |
| Cc1cccc(CN2C(=O)CN=C(c3ccccc3)c3cc(Cl)ccc32)c1 | x | x | 16% | 1% | x |
| O=C(OCc1cc(=O)n2nc(C3CC3)sc2n1)c1ccc(F)cc1 | x | x | 2% | -5% | x |
| COc1ccc(-n2nc(C(=O)Nc3cccc(Cl)c3)c3c4ccccc4n(C)c3c2=O)cc1Cl | x | x | 10% | 5% | x |

Laid out differently: entries from further up
SMILES: CSc1nc2c(c(-c3ccccc3)c1C#N)CCC2
  HCV inhibitor: 13%	Pf growth 96h: x	Sm TGR block: x	TbPYK inhibitor: x	Pf growth 48h: x

SMILES: Cc1cccc(-c2noc(-c3ccc(NCc4cccnc4)c([N+](=O)[O-])c3)n2)c1
  HCV inhibitor: x	Pf growth 96h: x	Sm TGR block: 0%	TbPYK inhibitor: 4%	Pf growth 48h: x

SMILES: COc1cccc(C2C(C(=O)Nc3ccc(Cl)cc3)=C(C)Nc3nc4ccccc4n32)c1 (stereo unspecified)
  HCV inhibitor: x	Pf growth 96h: x	Sm TGR block: -1%	TbPYK inhibitor: 1%	Pf growth 48h: x

SMILES: CCOC(=O)c1ccc(NC(=O)CC2C(=O)N(c3ccccc3)C(=O)N2C2CCCCC2)cc1 (stereo unspecified)
  HCV inhibitor: x	Pf growth 96h: x	Sm TGR block: 3%	TbPYK inhibitor: -3%	Pf growth 48h: x
